Source: PubChem
FBPA Giardia inh – blocks Giardia fructose-bisphosphate aldolase activity | A8B2U2 | 290,000 compounds, 0.71% hits | purified Giardia FBPA | Potency, µM (titrated, usually from 59.6 µM), for the others: at the highest dose activity, negative = inhibition, most hits filed as inhibitors; further: potency means the concentration at half of the fitted maximal effect; on the % scale 0 is the no-effect control and ±100 the full control effect; nearly all actives have a fitted effect of over 55% in size
Target sequence (A8B2U2 whole entry, looked up): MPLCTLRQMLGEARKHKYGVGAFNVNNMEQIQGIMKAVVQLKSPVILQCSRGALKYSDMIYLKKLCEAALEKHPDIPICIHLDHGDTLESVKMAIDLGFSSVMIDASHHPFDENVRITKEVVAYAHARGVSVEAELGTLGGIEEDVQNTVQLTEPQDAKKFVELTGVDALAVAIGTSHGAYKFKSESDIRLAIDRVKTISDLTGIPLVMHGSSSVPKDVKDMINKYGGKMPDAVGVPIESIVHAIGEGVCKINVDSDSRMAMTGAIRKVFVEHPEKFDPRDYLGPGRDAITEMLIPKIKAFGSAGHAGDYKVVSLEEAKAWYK
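40 nM FBPA preincubated 10 min at RT with compound (up to 57.5 uM final), then substrate plus GAPDH/TPI/NAD/arsenate coupling and diaphorase/resazurin added. Fluorescence read after 20 min at RT, 525/598 nm.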
Cycloheximide cs – counter-screen hit for Shiga toxin inhibitors, cycloheximide. max response, %. cell reporter, cycloheximide protein synthesis inhibition counterscreen. AID 2314. 300,000 compounds, 12% hits; in the data active means max response mostly above about 13%, no sharp cut-off; inactive means mostly below about 14%; further: read at 38.3 µM for the half of the compounds with a filed dose; 0% is about no effect
AmpC inh detg – AmpC beta-lactamase inhibition with detergent present | AmpC hydrolysis of nitrocefin, absorbance 480 nm, 0.01% Triton | Potency, µM (doses to about 114 µM), without a hit: top-dose activity change, negative = inhibition, hits mostly inhibitors | AID 485294 | 370,000 compounds, 0.041% hits;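 further: potency means the concentration at half of the fitted maximal effect; 0% = no-compound wells and -100% = no-enzyme wells; nearly all actives have a fitted effect of over 25% in size; some results filed as inactive show a strong effect at the top dose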
Target sequence (P00811 whole entry, looked up): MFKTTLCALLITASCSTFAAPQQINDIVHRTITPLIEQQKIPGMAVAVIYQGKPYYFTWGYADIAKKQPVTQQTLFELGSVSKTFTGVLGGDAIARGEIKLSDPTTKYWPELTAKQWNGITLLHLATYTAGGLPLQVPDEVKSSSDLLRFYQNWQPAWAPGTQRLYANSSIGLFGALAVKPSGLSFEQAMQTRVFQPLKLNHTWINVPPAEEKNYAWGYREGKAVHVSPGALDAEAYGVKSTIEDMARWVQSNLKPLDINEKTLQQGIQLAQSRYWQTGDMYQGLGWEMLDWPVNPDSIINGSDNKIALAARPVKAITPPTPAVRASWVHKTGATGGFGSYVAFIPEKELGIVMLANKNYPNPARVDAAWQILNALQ
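AmpC (5.3 nM in the dispensed reagent) in 20 mM phosphate pH 7.0 with 0.01% (detergent screen) or 0.0001% Triton X-100 was preincubated with compounds for 15 min at room temperature. Nitrocefin was then added from an 800 uM solution, and hydrolysis was followed at 480 nm.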
Shiga inhibitor – blocks Shiga toxin action in Vero cells. Vero cells, Shiga toxin protein synthesis inhibition reporter. inhibition, % at 38.7 µM. 290,000 compounds, 9.2% hits. AID 2315; in the data active means inhibition mostly above about 28%, no sharp cut-off; inactive means mostly below about 43%; further: 0% is about no effect
AmpC inh no detg – blocks E. coli AmpC beta-lactamase in detergent-free assay. AmpC nitrocefin hydrolysis, absorbance 480 nm, 0.0001% Triton. Potency, µM (titrated, usually from 57.1 µM), without a hit: at the top dose activity change, negative = inhibition, most hits filed as inhibitors. 330,000 compounds, 0.52% hits;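 further: potency means the concentration at half of the fitted maximal effect; plate controls were no compound for no effect and no enzyme for full effect; nearly all actives have a fitted effect of over 20% in size; some results filed as inactive show a strong effect at the top dose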
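AmpC (5.3 nM in the dispensed reagent) in 20 mM phosphate pH 7.0 with 0.01% (detergent screen) or 0.0001% Triton X-100 was preincubated with compounds for 15 min at room temperature. Nitrocefin was then added from an 800 uM solution, and hydrolysis was followed at 480 nm.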
AMA1 RON2 block – AMA1-RON2 (P. falciparum) interaction inhibition. AlphaScreen AMA1-biotinylated RON2 peptide binding. Potency, µM (series often up to 58.2 µM), for inactives: top-dose activity change, negative = inhibition, most hits filed as inhibitors. 360,000 compounds, 0.2% hits;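 further: potency means the concentration at half of the fitted maximal effect; 0% = vehicle wells and -100% = peptide control; nearly all actives have a fitted effect of over 45% in size; some results filed as inactive show a strong effect at the top dose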
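AMA1 (3D7) with his tag at 25 nM final met compounds first, then biotinylated RON2 peptide at 25 nM; detection used donor plus acceptor beads, 10 µg/mL apiece, read by AlphaScreen after 30 min at room temperature.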
HCMV antiviral – blocks human cytomegalovirus replication. HFF cells, HCMV-luciferase reporter, 72 h; stronger effect = lower value. activity change, negative = inhibition, % at 57.5 µM. 410,000 compounds, 4.5% hits; in the data active means activity change below about -60%; inconclusive means no clear call, values can overlap the other calls; inactive means above about -39%; further: on the % scale 0 is the no-effect control and ±100 the full control effect
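Two-dose cell screen: HFF monolayers treated with compounds and infected with luciferase-expressing HCMV at 1 PFU/cell, 72 h at 37C, then lysed for luciferase measurement.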
An asterisk follows results filed as active; ? = inconclusive; . = not tested or not shown; [ ] = remark or other dose. Unless noted, the call rests on the fitted dose curve; in most records, active means well fitted curve in the direction sought with a large enough effect; inconclusive means small, poorly fitted or top-dose-only effect, or another doubt; inactive means no such curve, though single readings can be large; an effect the other way counts as inactive or inconclusive.

#1 C/C=C/C(=O)Nc1cccc(C2=NOC3(C2)C[C@@H](C(N)=O)N(C(=O)/C(C)=C/C)C3)c1 (stereo partly specified)
#2 O=C(NCC(c1cccnc1)N1CCN(c2ccc(F)cc2)CC1)c1ccccc1 (stereo unspecified)
#3 CCOc1ccc(-n2c(SCc3nc(-c4cccs4)no3)nnc2-c2ccncc2)cc1
#4 C=CC[C@@H](CC(=O)NCCO)C(=O)N[C@H](COC(=O)[C@@H](CC=C)Cc1ccc(F)cc1)Cc1c[nH]c2ccccc12
#5 COc1cccc(C(=O)OCC(=O)NC23CC4CC(CC(C4)C2)C3)c1
#6 Cc1onc(-c2ccccc2Cl)c1C(=O)Nc1nnc(C(C)C)s1
#7 COc1ccc(/C=C2\CC/C(=C\c3ccc(OC)cc3OC)C2=O)c(OC)c1
#8 CCOc1ccc(NS(=O)(=O)c2c(C)nc3sccn3c2=O)cc1
assay / compound	1	2	3	4	5	6	7	8
AMA1 RON2 block	-4%	5%	-5%	-20%	21%	7%	-4%	4%
Shiga inhibitor	-13	-8	-15	.	.	-8	60*	-6
AmpC inh no detg	13%	1%	84%[activator]	191%[activator]	-7%	-20%	-30%	-2%
FBPA Giardia inh	-1%	0%	-1%	.	.	0%	-13%	-8%
HCMV antiviral	-12	-26	25	10	?	-6	2	-100*
Cycloheximide cs	2	-3	7	.	.	-4	26*	-1
AmpC inh detg	4%	-9%	-6%	.	.	?	?	-5%

#9 Cc1cnc(C(=O)OCC(=O)Nc2oc(-c3ccccc3)c(-c3ccccc3)c2C#N)cn1
#10 COc1ccc(NC(=O)Nc2ccc3c(c2)N(C)C(=O)CS3)cc1OC
#11 COc1ccc(NC(=O)CCC(=O)N2CCCC2)c([N+](=O)[O-])c1
#12 CC(C)NC(=O)COC(=O)C1CSC2(c3ccc(Br)cc3)CCC(=O)N12 (stereo unspecified)
#13 O=[N+]([O-])c1ccccc1S(=O)(=O)NCCC1=CCCCC1
#14 CC(=O)Nc1nnc(SCc2cccc(F)c2)s1
#15 CN1/C(=C\C(=O)COC(=O)CNC(=O)c2ccc3ccccc3c2)C(C)(C)c2ccccc21
#16 CN(CC(=O)Nc1ccc(F)cc1)C(=O)COc1ccccc1Cc1ccccc1
assay / compound	9	10	11	12	13	14	15	16
AMA1 RON2 block	-16%	-6%	-10%	8%	-2%	1%	-5%	-8%
Shiga inhibitor	-11	19	-6	14	25	21*	14	.
AmpC inh no detg	-1%	-31%	-4%	56%	-24%	-9%	-22%	35µM*
FBPA Giardia inh	8%	?	7%	-1%	-1%	6%	2%	.
HCMV antiviral	-7	3	?	-4	7	-12	-20	-29
Cycloheximide cs	0	1	-2	5	15	13	-3	.
AmpC inh detg	-1%	-14%	1%	4%	-1%	2%	-8%	-8%

Excerpt, entries 11–15
#11 COc1ccc(NC(=O)CCC(=O)N2CCCC2)c([N+](=O)[O-])c1
#12 CC(C)NC(=O)COC(=O)C1CSC2(c3ccc(Br)cc3)CCC(=O)N12 (stereo unspecified)
#13 O=[N+]([O-])c1ccccc1S(=O)(=O)NCCC1=CCCCC1
#14 CC(=O)Nc1nnc(SCc2cccc(F)c2)s1
#15 CN1/C(=C\C(=O)COC(=O)CNC(=O)c2ccc3ccccc3c2)C(C)(C)c2ccccc21
assay / compound	11	12	13	14	15
AMA1 RON2 block	-10%	8%	-2%	1%	-5%
Shiga inhibitor	-6	14	25	21*	14
AmpC inh no detg	-4%	56%	-24%	-9%	-22%
FBPA Giardia inh	7%	-1%	-1%	6%	2%
HCMV antiviral	?	-4	7	-12	-20
Cycloheximide cs	-2	5	15	13	-3
AmpC inh detg	1%	4%	-1%	2%	-8%

(listing goes on)
#17 CSc1ccccc1NC(=O)c1ccc(Cl)s1
#18 O=C(c1ccc(Cl)c([N+](=O)[O-])c1)N1CCCc2ccccc21
#19 CCCCCCCCNC(=O)c1ccc(C)cc1
#20 O=C(Oc1cccc(NC(=O)c2ccccc2Cl)c1)c1ccc([N+](=O)[O-])cc1
#21 CCCCCC(NC(=O)C1CCN(C(=O)[C@@H](NS(=O)(=O)c2ccc(C)cc2)C(C)C)CC1)C(=O)O (stereo partly specified)
#22 N=c1c(C(=O)NC2CCCC2)cc2c(=O)n3ccccc3nc2n1CCN1CCOCC1
#23 O=c1c2cnn(-c3ccccc3)c2nc(-c2cccs2)n1-c1ccc(Br)cc1
#24 Cc1ccc(C)c(S(=O)(=O)NC(CCC(N)=O)C(=O)O)c1 (stereo unspecified)
assay / compound	17	18	19	20	21	22	23	24
AMA1 RON2 block	4%	-2%	.	-19%	-3%	18%	0%	7%
Shiga inhibitor	49	39*	20	32	-7	-14	-18	-24
AmpC inh no detg	-24%	-5%	-21%	-41%	-10%	-13%	6%	-4%
FBPA Giardia inh	-18%	-2%	5%	-2%	8%	5%	-9%	5%
HCMV antiviral	38	-25	-14	28	22	-5	-10	80
Cycloheximide cs	30*	34*	-4	22	-1	-3	0	-6
AmpC inh detg	5%	?	-5%	-6%	?	-1%	-7%	-10%

#25 COc1ccc(Cl)cc1C(=O)NNC(=O)c1cc2ccccc2o1
#26 O=S(=O)(Nc1ncccn1)c1ccc(Cl)cc1
#27 c1ccc(Cc2noc(CN3CCCC(CN4CCOCC4)C3)n2)cc1 (stereo unspecified)
#28 CCCC1=Nc2cc(C(=O)NCCN3CCOCC3)ccc2Sc2ccccc21
#29 Cn1c(=O)oc2cc(S(=O)(=O)NCCC(=O)NCc3ccccc3Cl)ccc21
#30 COc1ccc2c(c1)CC/C(=C/c1ccccn1)C2=O
#31 Cn1c(N)c(C(=O)COC(=O)[C@H](Cc2ccccc2)N2C(=O)c3ccccc3C2=O)c(=O)n(C)c1=O
#32 O=C(CN1C(=O)NC2(CCCC2)C1=O)NCc1ccccc1
assay / compound	25	26	27	28	29	30	31	32
AMA1 RON2 block	33%[activator]	-2%	-14%	-11%	24%	-3%	-6%	26%
Shiga inhibitor	.	.	-5	-7	-3	100*	-14	.
AmpC inh no detg	-31%	-16%	27%	183%[activator]	-25%	-24%	165%[activator]	-17%
FBPA Giardia inh	.	?	4%	-6%	.	-5%	0%	.
HCMV antiviral	0	-1	-15	-32	-30	-27	-12	3
Cycloheximide cs	.	-1	-7	-6	-7	55*	11	.
AmpC inh detg	.	-12%	-2%	2%	1%	-5%	3%	.

#33 CN(C(=O)CSc1nnn(C)n1)c1ccccc1
#34 COc1ccc(NC(=O)c2nc[nH]c2C(=O)N[C@@H](C)C(=O)OC(C)(C)C)cc1
#35 CN(CC(=O)Nc1ccccc1Cl)C(=O)C1CCN(C(=O)c2ccc(F)cc2)CC1
#36 COc1ccc(CN(C(=O)c2cnccn2)C(C(=O)NC(C)(C)C)c2cc(OC)c(OC)c(OC)c2)cc1 (stereo unspecified)
#37 CCOc1ccccc1-c1cc(C(=O)Nc2ccc(C(=O)O)cc2)c2ccccc2n1
#38 CCCCCCC(O)(c1ccc(OC)cc1)C(CN1CCOCC1)c1ccccc1 (stereo unspecified)
#39 NS(=O)(=O)c1cccc(NC(=O)c2cccnc2Oc2ccccc2)c1
#40 O=C(Cc1ccccc1)Nc1nc(-c2ccc(F)c(F)c2)cs1
assay / compound	33	34	35	36	37	38	39	40
AMA1 RON2 block	-3%	154%[activator]	27%	7%	16%	10%	24%	-10%
Shiga inhibitor	-37	2	.	21	-3	21	-11	42
AmpC inh no detg	-15%	54%	4%	27%	-43%	181%[activator]	-22%	-34%
FBPA Giardia inh	.	-23%	.	-2%	1%	3%	3%	.
HCMV antiviral	-3	50	13	32	115	-69*	25	-14
Cycloheximide cs	1	-3	.	-3	-4	8	2	14
AmpC inh detg	4%	0%	1%	-8%	4%	1%	-6%	-3%

#41 CCOc1ccc(N(C(=O)c2ccc3c(c2)OCO3)C2C=CS(=O)(=O)C2)cc1 (stereo unspecified)
#42 O=C(CN1CCN(c2nc(-c3ccc(F)cc3)cs2)CC1)Nc1ccc2c(c1)OCO2
#43 O=C(Nc1ccc(C(F)(F)F)cc1)c1ccccc1-n1cnnn1
#44 COC(=O)c1ccc(COc2ccc(NC(C)=O)cc2)o1
#45 N#CC(C#N)=CN=c1ccn(Cc2ccc(Cl)cc2Cl)cc1
#46 CCOC(=O)c1cnc(C(F)(F)F)nc1Oc1ccccc1
#47 Cc1ccc(CN(C(=O)COc2cccc(C)c2C)C2CCS(=O)(=O)C2)o1 (stereo unspecified)
#48 COc1cc(C=O)ccc1OCC(=O)Nc1ccc2c(c1)OCO2
assay / compound	41	42	43	44	45	46	47	48
AMA1 RON2 block	-10%	-27%	-3%	-15%	-3%	18%	-6%	0%
Shiga inhibitor	-9	-8	.	16	1	20	7	44*
AmpC inh no detg	8%	-5%	-15%	-7%	0%	2%	84%[activator]	-5%
FBPA Giardia inh	11%	-7%	.	5%	2%	1%	.	.
HCMV antiviral	-30	45	30	34	-94*	-27	4	-33
Cycloheximide cs	-1	-7	.	-1	-1	1	-2	20*
AmpC inh detg	-10%	?	?	1%	-7%	3%	6%	0%

#49 Cc1ccc(NC(=O)c2ccco2)c(NC(=O)COc2ccccc2)c1
#50 CC1CN(c2ccc(NS(=O)(=O)c3ccccc3)cc2C(=O)O)CC(C)O1 (stereo unspecified)
#51 CN(C)S(=O)(=O)c1cccc(NC(=O)COc2nc3ccccc3nc2N2CCOCC2)c1
#52 COc1ccc(NC(=S)N/N=C/c2cccn2Cc2ccc(F)cc2)cc1
#53 COc1ccc(S(N)(=O)=O)cc1C(=O)NNC(=O)CN(C)S(=O)(=O)c1ccc(Cl)cc1
#54 O=C(Cc1cccs1)Nc1ccc(N2CCOCC2)cc1
#55 COc1ccc([N+](=O)[O-])cc1NC(=O)CCN1CCN(C)CC1
#56 Nc1ccccc1N=c1ssnc1Cl
assay / compound	49	50	51	52	53	54	55	56
AMA1 RON2 block	-7%	-17%	-5%	71%[activator]	42%[activator][11.6 µM]	-12%	11%	61%[activator]
Shiga inhibitor	-4	-5	-7	46*	.	111*	5	55*
AmpC inh no detg	-9%	-22%	-17%	-59%	-12%	-17%	-19%	-47%
FBPA Giardia inh	9%	4%	-10%	18%	.	?	0%	?
HCMV antiviral	-33	-25	?	5	-20	126	?	100
Cycloheximide cs	-2	1	-5	11	.	24*	1	19
AmpC inh detg	-2%	-6%	3%	17%	4%	?	5%	2%

#57 O=C(c1scc2c1CCCC2)N1CCOCC1
#58 CC(=O)OC1COC(N2CCc3cc([N+](=O)[O-])ccc32)C(OC(C)=O)C1OC(C)=O (stereo unspecified)
#59 COc1cc(C2C(C(=O)Nc3ccccc3C)=C(C)Nc3nc(SCc4cc(C)ccc4C)nn32)ccc1O (stereo unspecified)
#60 Cc1cc(C)c(NC(=O)c2ccccc2C(=O)c2ccccc2)c(C)c1
assay / compound	57	58	59	60
AMA1 RON2 block	3%	0%	.	1%
Shiga inhibitor	3	-7	-8	2
AmpC inh no detg	-5%	39%	.	-8%[11.4 µM]
FBPA Giardia inh	?	-1%	.	3%
HCMV antiviral	-10	46	-74*	-24
Cycloheximide cs	-3	0	-7	-1
AmpC inh detg	-12%	-8%	1%	-10%
